M4 PAM: potentiates acetylcholine response at human M4 receptor; P08173; CHO-K1 hM4/Gqi5, Fluo-8 calcium fluorescence, ACh EC20; 0% = ACh EC20, 100% = maximal ACh; activation, % at 3 µM; hit rate 0.4% among 360,000; AID 624126;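 active means activation above its plate's cutoff, the mean activation of sample wells plus 3 SD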; further: some results filed as inactive read as strong as hits
Target sequence (P08173 whole entry, looked up): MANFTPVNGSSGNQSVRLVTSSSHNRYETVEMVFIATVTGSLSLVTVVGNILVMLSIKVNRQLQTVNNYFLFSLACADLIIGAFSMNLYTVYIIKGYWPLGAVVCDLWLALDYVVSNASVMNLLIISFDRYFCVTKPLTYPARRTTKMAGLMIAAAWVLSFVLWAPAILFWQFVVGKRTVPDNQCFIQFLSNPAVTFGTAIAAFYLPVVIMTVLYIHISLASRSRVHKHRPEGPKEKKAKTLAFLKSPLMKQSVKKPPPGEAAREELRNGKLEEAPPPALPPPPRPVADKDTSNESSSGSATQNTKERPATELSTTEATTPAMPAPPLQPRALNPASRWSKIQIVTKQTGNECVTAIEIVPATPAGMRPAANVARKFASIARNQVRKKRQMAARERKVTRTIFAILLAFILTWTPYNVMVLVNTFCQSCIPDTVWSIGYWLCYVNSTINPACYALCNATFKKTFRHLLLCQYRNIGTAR
CHRM5 PAM: potentiates acetylcholine response at human M5 receptor; P08912; CHO-K1 hM5, Fluo-8 calcium, ACh EC20 PAM; 0% = ACh EC20, 100% = ACh EC100; activation, % at 3 µM; hit rate 0.3% among 360,000;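 active means activation above the run cutoff, the mean activation of all test compounds plus 3 SD, cut at about 18% in these data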
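system = human M5 receptor in CHO-K1 cells | reagent = EC20 acetylcholine as agonist stimulus | compound dosing = single-point, 3 µM nominal | incubation = Fluo-8 loading 80 min at 37 °C plus 30 min room temperature | detection = Fluo-8 calcium dye fluorescence, kinetic read | benchmarks = low control EC20 acetylcholine (0%), high control EC100 acetylcholine (100%)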
CHRM5 agonist: CHRM5 agonism in calcium assay. CHO-K1 hM5 cells, Fluo-8 calcium fluorescence; 0% DMSO wells, 100% maximal acetylcholine response. AID 624037. hit rate 0.19% among 360,000. activation, % at 3 µM. P08912;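 active means activation above the run's mean over test compounds plus 3 SD, cut at about 23% in these data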;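 further: signal is peak over basal fluorescence ratio across the kinetic read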
M5 antag: antagonists of human muscarinic M5 receptor (CHRM5) | inhibition, % at 3 µM | P08912 | CHO-hM5 cells, Fluo-8 calcium fluorescence, ACh EC80 | hit rate 0.59% among 360,000;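 active means inhibition above a per-plate cutoff, the mean of that plate's test compounds plus 3 SD, cut at about 27% in these data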;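 further: 0% = acetylcholine EC80 with DMSO and 100% = DMSO without agonist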
CHRM4 antagonist: CHRM4 antagonism in calcium assay | inhibition, % at 3 µM | P08173 | AID 624125 | hit rate 0.73% among 360,000 | CHO-hM4 cells, ACh EC80, Fluo-8 calcium fluorescence;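 active means inhibition above its plate's cutoff, the mean inhibition of sample wells plus 3 SD, cut at about 27% in these data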;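 further: 0% = acetylcholine EC80 with DMSO and 100% = DMSO without agonist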
M4 ag: agonists of human muscarinic M4 receptor (CHRM4); activation, % at 3 µM; CHO-K1 hM4/Gqi5, Fluo-8 calcium fluorescence; vehicle 0%, full acetylcholine response 100%; P08173; hit rate 0.14% among 360,000;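 active means activation above the run mean over all test wells plus 3 SD, cut at about 32% in these data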;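 further: peak over basal fluorescence ratio per well then scaled between controls; 0% = DMSO wells and 100% = acetylcholine at EC100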
CHRM1 PAM: human CHRM1 positive allosteric modulation; CHO-K1 hM1, Fluo-8 calcium fluorescence, ACh EC20; 0% = ACh EC20, 100% = maximal ACh; activation, % at 3 µM; hit rate 0.088% among 360,000; AID 588819; in the data active means activation above about 19%, passing the limit was not always enough
Target sequence (P11229 whole entry, looked up): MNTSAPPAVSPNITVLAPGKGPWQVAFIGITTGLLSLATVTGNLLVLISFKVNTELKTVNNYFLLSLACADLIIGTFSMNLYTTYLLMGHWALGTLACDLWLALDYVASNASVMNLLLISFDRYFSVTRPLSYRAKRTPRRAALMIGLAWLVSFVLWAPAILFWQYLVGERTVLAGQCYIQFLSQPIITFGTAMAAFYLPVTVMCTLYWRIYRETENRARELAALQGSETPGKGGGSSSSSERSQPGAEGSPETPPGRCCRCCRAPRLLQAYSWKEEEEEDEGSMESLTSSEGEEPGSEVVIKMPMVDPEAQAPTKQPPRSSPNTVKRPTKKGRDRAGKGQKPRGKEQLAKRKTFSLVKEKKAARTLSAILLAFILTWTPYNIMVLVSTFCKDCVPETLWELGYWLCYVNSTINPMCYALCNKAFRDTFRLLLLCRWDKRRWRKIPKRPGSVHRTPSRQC
CHRM1 antagonist: blocks human M1 muscarinic receptor | hit rate 1.3% among 360,000 | P11229 | CHO-K1 hM1, Fluo-8 calcium fluorescence, ACh EC80 antagonist | inhibition, % at 3 µM;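 active means percent inhibition above its own plate's cutoff, namely the mean of that plate's compound wells plus 3 SD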;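 further: peak over basal fluorescence ratio during 140 s after agonist addition; 0% = ACh EC80 plus DMSO and 100% = DMSO alone without agonist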
CRFBP-R2 agonist: CRF-BP/CRF-R2 complex agonism; HEK293 CRF-R2/CRF-BP, calcium dye fluorescence (FLIPR); percent of saturating CRF peptide response; activation, % at 13.2 µM; hit rate 0.46% among 350,000; AID 588473;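 active means activation of at least 50%, plus an integration ratio under a set limit after plate pattern correction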;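 further: plate controls were neutral control wells without compound for no effect and CRF at EC100 for full effect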
* marks the source's active call; other numbers are inactive results; . = no result given.

Preview (two entries):
SMILES	M4 PAM	CHRM5 PAM	CHRM5 agonist	M5 antag	CHRM4 antagonist	M4 ag	CHRM1 PAM	CHRM1 antagonist	CRFBP-R2 agonist
COc1ccc(Nc2ncccc2C(=O)NCc2ccccc2)cc1	8	4	-1	-5	19	2	-6	13	-3.2
CCCCc1c(C)nc2ccc(C)cc2c1SCCC(=O)O	12	-4	-2	-10	-1	-1	5	3	-0.7

Main list, previewed entries included:
SMILES	M4 PAM	CHRM5 PAM	CHRM5 agonist	M5 antag	CHRM4 antagonist	M4 ag	CHRM1 PAM	CHRM1 antagonist	CRFBP-R2 agonist
COc1ccc(Nc2ncccc2C(=O)NCc2ccccc2)cc1	8	4	-1	-5	19	2	-6	13	-3.2
CCCCc1c(C)nc2ccc(C)cc2c1SCCC(=O)O	12	-4	-2	-10	-1	-1	5	3	-0.7
COc1ccc(/C=N/n2c(=O)[nH]c3c([nH]c4ccc(Br)cc43)c2=O)cc1CN1CCOCC1	-4	-4	-3	-1	2	0	3	4	-0.5
CCOC(=O)C(=CNc1cc(C)nn1C(C)(C)C)C(=O)OCC	12	9	2	-8	1	-3	11	-7	-0.8
O=[N+]([O-])c1ccc(N2CCN(C(=S)NCc3ccc(Cl)cc3)CC2)cc1	-19	-20	2	29*	20	14	-10	37*	2.1
O=C(Nc1ccccc1)/C(=C\c1ccncc1)NC(=O)c1ccccc1	9	2	1	-4	9	2	11	-7	-0.1
O=C(C(=O)N1CCCc2ccccc21)N1CCCc2ccccc21	0	3	1	-1	5	1	2	4	0.7
Cc1noc(C)c1CSCC(=O)N(C)CC(=O)Nc1ccc(Cl)c(C(F)(F)F)c1	-3	-7	4	3	-4	12	-5	8	-2.0
CC(O)CNC12CC3CC(CC(C3)C1)C2 (stereo unspecified)	-4	1	-2	2	5	1	11	-9	-1.7
CCOC(=O)C1(CCOC)CCN(Cc2cc3ccccc3s2)CC1	-6	11	-9	2	-8	0	0	-5	3.4
NC(=O)c1ccc(NC(=O)COC(=O)c2cccc(Oc3ccccc3)c2)cc1	0	-5	1	-1	4	3	8	-5	0.9
Cc1cc(C)c2c(c1)c1nnc(SCCN3CCCCC3)nc1n2C	-3	3	-7	-3	-13	0	-1	-4	-6.3
CCN(CC)S(=O)(=O)c1ccc(F)c(C(=O)NCCCN2CCOCC2)c1	4	1	-1	6	2	0	4	1	-0.5
Cc1ccccc1-c1cccc([C@@H]2C[C@H]3[C@H](CON3C)CN2Cc2ccccc2)c1	-5	2	-1	-4	-8	-2	6	-16	-1.0
Cc1nnc(SCC(=O)Nc2cc(S(=O)(=O)N3CCCC3)ccc2Cl)s1	-7	0	-6	7	6	0	6	-33	-1.3
Cc1nnc(SCC(=O)Nc2cc(C(F)(F)F)ccc2Cl)n1C	0	-8	-3	15	6	1	1	-5	1.1
COc1ccc(C)cc1NC(=O)c1ccc(NC(=O)CC2SC(N3CCCC3)=NC2=O)cc1 (stereo unspecified)	1	8	3	-5	0	0	11	-15	0.6
COc1ccccc1CC(=O)Nc1ccc(-c2noc(COc3ccc(Br)cc3)n2)cc1	-7	-3	0	3	-5	1	5	-5	0.5
CC[C@]12C(=O)N(C)C[C@H]([C@@H]3C(=O)N(Cc4ccccc4)C(=O)[C@@H]31)N2C(=O)c1ccc(C(C)(C)C)cc1	0	2	1	16	4	0	11	-12	-2.5
CC1ON=C(c2ccccn2)N(Cc2ccc3c(c2)OCO3)C1=O (stereo unspecified)	3	-3	2	-2	4	1	-1	2	.

Looked up one by one from the entries so far, five records:
SMILES	M4 PAM	CHRM5 PAM	CHRM5 agonist	M5 antag	CHRM4 antagonist	M4 ag	CHRM1 PAM	CHRM1 antagonist	CRFBP-R2 agonist
Cc1ccccc1-c1cccc([C@@H]2C[C@H]3[C@H](CON3C)CN2Cc2ccccc2)c1	-5	2	-1	-4	-8	-2	6	-16	-1.0
NC(=O)c1ccc(NC(=O)COC(=O)c2cccc(Oc3ccccc3)c2)cc1	0	-5	1	-1	4	3	8	-5	0.9
CCN(CC)S(=O)(=O)c1ccc(F)c(C(=O)NCCCN2CCOCC2)c1	4	1	-1	6	2	0	4	1	-0.5
CC[C@]12C(=O)N(C)C[C@H]([C@@H]3C(=O)N(Cc4ccccc4)C(=O)[C@@H]31)N2C(=O)c1ccc(C(C)(C)C)cc1	0	2	1	16	4	0	11	-12	-2.5
Cc1nnc(SCC(=O)Nc2cc(S(=O)(=O)N3CCCC3)ccc2Cl)s1	-7	0	-6	7	6	0	6	-33	-1.3

(more compounds)
SMILES	M4 PAM	CHRM5 PAM	CHRM5 agonist	M5 antag	CHRM4 antagonist	M4 ag	CHRM1 PAM	CHRM1 antagonist	CRFBP-R2 agonist
C=C(C)Cn1c(SCC(=O)N/N=C/c2ccccc2OCC(=O)O)nnc1-c1ccc(Br)cc1	-6	1	-5	6	8	0	4	-7	-0.8
Cc1nnc(SCC(=O)NC(C)(C)C)n1NCc1cccc(Br)c1	-2	-3	5	7	10	1	10	-7	-1.2
CCOc1cc2[nH]c(=S)n(Cc3ccc(C(=O)NCCCN4CCOCC4)cc3)c(=O)c2cc1OCC	11	5	-7	-18	-7	0	5	-7	0.1
O=C(c1ccc(NS(=O)(=O)c2ccc(Cl)cc2)cc1)N1CCOCC1	4	-5	1	14	-12	1	8	-6	0.5
Cc1ccc(S(=O)(=O)N(Cc2ccc(Cl)cc2)c2ccccc2C(=O)NCc2ccco2)cc1	0	-1	-6	-8	3	-1	-2	-7	-0.8
O=[N+]([O-])c1ccc(/C=N/n2c(C3CCCCC3)n[nH]c2=S)cc1	12	-5	1	3	3	0	3	-3	-0.7
CCN(CC)C(=O)COC(=O)C1=NN(c2cc(C)ccc2C)C(=O)CC1	0	-2	-2	13	5	1	10	-5	-0.2
CC(=O)NCCOc1c(C)cc(S(N)(=O)=O)cc1C	5	-5	2	3	-3	9	2	6	3.6
COc1ccccc1N1CCN(Cc2nc(N)nc(Nc3ccccc3)n2)CC1	-6	-12	3	5	-13	9	-2	0	-0.1
CC(C)CN(/C=N/c1sc2c(c1C#N)CCCCC2)CC(C)C	2	2	-6	7	-4	0	0	-29	13
c1ccc(-c2nc(-c3ccco3)cs2)nc1	3	0	3	1	5	1	7	-9	2.3
CCOC(=O)c1sc(NC(=O)C(CC)OC(=O)c2ccco2)nc1C (stereo unspecified)	3	-2	-4	2	-1	1	4	-8	-1.8
O=C(COc1ccc(Cl)cc1)OCc1ccc(Cl)cc1	10	6	-8	0	-5	-1	2	-6	1.3
COc1ccc(/C=N/NC(=O)CCn2cnc3ccccc32)cc1	-5	-12	0	13	8	1	10	-12	-0.2
COc1ccc(NC2CCCN(C(=O)COc3ccc(Cl)cc3C)C2)cc1OC (stereo unspecified)	-5	4	-1	2	-2	5	1	0	0.3
CC1CCCCN1S(=O)(=O)c1ccc(-n2cnnn2)cc1 (stereo unspecified)	-2	0	-4	4	8	1	8	-4	-0.5
CCCCNC(=O)c1ccc(Cn2c(=S)[nH]c3c([nH]c4ccc(OC)cc43)c2=O)cc1	0	-2	-2	-1	9	1	-2	6	-1.6
Cc1sc2ncnc(OCC(=O)NC3CCS(=O)(=O)C3)c2c1C (stereo unspecified)	-13	5	6	1	4	0	4	-6	-0.5
CCOc1ccc(S(=O)(=O)N2CCN(C)CC2)c(C)c1C	19	6	-7	0	4	0	6	-32	-0.6
OC(COc1ccc(C2C=CCC2)cc1)CN1CCCCC1 (stereo unspecified)	-5	4	-6	-4	4	2	-14	13	0.8
Cc1nnc(NC(=O)CSc2nnc(-c3ccoc3C)n2CC(C)C)s1	4	4	-4	-2	-9	0	7	-12	2.2
COc1ccc(CCn2c(-c3ccc(OC)cc3)nc3c(c(=O)c4ccccc4n3C)c2=O)cc1	-23	-9	-1	14	-5	0	5	-15	-3.4
COc1cc(-c2noc(CCCC(=O)Nc3cccnc3)n2)cc(OC)c1OC	-13	10	0	1	7	1	10	-9	-4.6
COc1ccc(Cl)cc1/C=N/NC(=O)c1c(-c2ccccc2)noc1C	5	-6	-5	2	-5	5	6	-3	0.2
COc1ccccc1-n1ccnc(SCC(=O)NCc2ccccc2Cl)c1=O	5	-7	3	8	0	2	-1	-4	1.2
COc1ccc2c(C)cc(=S)[nH]c2c1	1	-7	-1	14	4	0	18	-12	-2.8
Clc1ccc(OCCn2ccnc2)cc1Cl	-4	0	-19	3	-6	5	-4	-5	0.4
CCCCOP(=O)(c1ccc(N(C)C)cc1)C(O)c1cc(OC)c(OC)c(OC)c1 (stereo unspecified)	-8	3	7	0	-2	1	5	-5	-2.1
CCN(CC)c1nc2ccccc2n2cnnc12	2	3	-2	-10	-14	0	5	-9	1.6
CC(C)(C)OC(=O)N1CCCN(C(c2cc3ccccc3o2)c2nnnn2C(C)(C)C)CC1 (stereo unspecified)	2	-3	1	3	-5	3	.	.	.
Cn1cc(S(=O)(=O)c2ccccc2)c(=O)c2cc(F)c(N3CCOCC3)cc21	1	1	-1	-4	-15	2	8	-9	0.1
CCOc1cc(/C=N/NC(=O)CN2CCCCC2)ccc1OCc1ccc(Cl)cc1	-8	-10	-2	10	1	3	1	-1	-2.1
C=CCOC(=O)C1=C(C)NC(=O)NC1/C=C/c1ccccc1OC (stereo unspecified)	8	-1	-2	10	-3	0	1	-7	-1.4
Cc1ccc(/C=C/C(=O)O)cc1S(=O)(=O)Nc1ccc2c(c1)OCO2	7	5	-1	-11	2	0	16	-8	-1.2
O=C(NCc1c(Cl)cccc1Cl)c1[nH]c(C(F)(F)F)nc1-c1ccccc1	-8	-9	9	-10	-12	9	-9	-6	.
CCCC(=O)NC(=S)N1CCN(c2ccc([N+](=O)[O-])cc2)CC1	2	1	1	0	2	1	-7	11	-2.2
COc1cccc(CN2CCC(C(=O)Nc3ccc(Oc4cccnc4)cc3)CC2)c1	4	-7	-6	5	-13	8	7	-19	18
Nc1nnc(CSCc2ccccc2)s1	-5	-6	-4	-3	10	0	-1	-18	0.3
CCc1cc2ccc(OC)cc2nc1SCC(=O)N1CCN(C(=O)c2ccco2)CC1	12	12	4	4	3	4	14	-18	1.1
O=C(Oc1c(Br)cc(C(=S)N2CCOCC2)cc1Br)c1ccc(Cl)cc1	-15	-16	-4	-2	11	3	1	15	-0.5
COc1ccccc1C1CN=NC12CCCc1ccccc1C2=O (stereo unspecified)	-3	-21	-12	6	-8	1	2	3	2.0
CC(C)(CN1CCc2ccccc2C1)NS(=O)(=O)c1ccc(Cl)cc1	-15	4	-18	-2	-9	1	-7	8	0.4
Cc1cnc(C(=O)Oc2cccc(Cl)c2Cl)cn1	-3	15	4	-15	-15	1	8	-4	-0.2
COc1cc(-c2nc(-c3ccccn3)no2)cc(OC)c1OC	9	-5	5	3	3	8	5	-6	-1.9
CCC(NC(=O)NCc1cccnc1)(C(F)(F)F)C(F)(F)F	6	1	-3	0	-14	0	9	-39	-1.8
COc1ccc(Cn2nnnc2C(c2ccc(C)cc2)N2CCN(C3CCCC3)CC2)cc1 (stereo unspecified)	4	2	-9	14	0	1	2	-12	-1.2
Cc1ccc(N(CC(N)=O)C2SC(=O)N(Cc3ccccc3)C2=O)cc1 (stereo unspecified)	2	-4	8	0	-1	9	-5	-4	-2.2
CC(C)CC1C(=O)N(Cc2cn(CCC3OCCO3)nn2)CCS(=O)(=O)N1Cc1ccc(-c2ccncc2)cc1 (stereo unspecified)	-7	-4	3	-1	-28	23	-10	4	-2.0
